Bioassay records deposited in PubChem by Sanford-Burnham Center for Chemical Genomics.
Hsp70 displacement – Hsp70 inhibitors, probe displacement, primary screen, biochemical, fluorescence polarization (AID 583) | Heat shock 70 kDa protein 1A (Homo sapiens) | Hsp70 fluorescence polarization probe displacement, mP; higher % means a stronger effect | one-dose displacement, % at 20 µM; IC50 in µM for titrated hits | 0.06% of 140,000 active; in the data active = displacement above about 50%;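 note: plate controls were vehicle for no effect and reference ligand for full effect; a part of the inactive calls stands beside numbers as strong as those of hits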
Rat MKP-3 inhibitors – MKP-3 phosphatase inhibitors, primary screen, biochemical, rat enzyme, in vitro (AID 425); recombinant MKP-3 phosphatase activity, fluorescence; higher % means a stronger effect; Dual specificity protein phosphatase 6 (Rattus norvegicus); 0.17% of 110,000 active; inhibition, % at 20 µM; hits with a dose series show IC50 in µM; in the data active = inhibition above about 50%;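 note: plate controls were vehicle for no effect and reference inhibitor for full effect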
* marks the source's active call; other numbers are inactive results; / = not tested or not shown.

SMILES	Hsp70 displacement	Rat MKP-3 inhibitors
O=C(CN1C(=O)CC(c2ccco2)Sc2ccccc21)Nc1ccccc1F (stereo not given)	-0.7%	1.5%
CCN(CC)c1ccc(/C=C(\C#N)C(=O)Nc2ccc(OC)cc2)c(OC)c1	-10.2%	1.3%
CN(C)C=Nc1ccc2nn(-c3ccccc3)nc2c1	5.9%	-15.2%
COc1ccc(N(CC(=O)NCCC2=CCCCC2)S(C)(=O)=O)cc1OC	0.0%	/
O=c1oc2cc(OCc3c(F)cccc3Cl)ccc2cc1-c1ccccn1	-4.1%	2.9%
CC1=CC(C)(C)N(C(=O)CN2C(=O)C3CCCCC3C2=O)c2cc(C)ccc21 (stereo not given)	-3.0%	2.2%
COc1ccc(C(c2sc3nc(C)nn3c2O)N2CCN(Cc3ccccc3)CC2)cc1OC (stereo not given)	3.5%	-3.2%
CC(=O)CC1(O)C(=O)N(Cc2ccc3c(c2)OCO3)c2ccccc21 (stereo not given)	-3.5%	2.8%
Cc1ccc(NC(=O)NC2=N/C(=C(/C#N)C(=O)N3CCCC3)c3ccccc32)cc1	6.1%	-17.2%
COC(=O)c1sc(NC(=O)c2sc3cc(C)ccc3c2Cl)c(C#N)c1C	-2.1%	1.1%
Cn1cccc1C(=S)N1CCOCC1	-5.3%	0.2%
Cc1cc(NC(=O)COc2ccccc2Cl)ccc1NC(=O)c1ccccc1	2.8%	1.4%
CCOC(=O)CN=C1CC(C)(C)CC2=C1Sc1ncnc(N(C)C)c1N2	0.2%	-12.8%
COCCOC(=O)c1c(C)oc2ccc(OC)cc12	-4.9%	1.1%
COc1ccc2nc(NC(=O)c3ccc(Br)s3)sc2c1	1.4%	-4.2%
Cc1ccccc1C(=O)N/N=C/c1ccc(OCC(=O)N2CCCCC2)cc1	2.9%	0.3%
Brc1ccccc1NCc1ccncc1	0.6%	-2.3%
O=C(N/N=C/c1cccc(Br)c1)C(Oc1ccccc1)Oc1ccccc1	2.4%	-0.4%
O=C(Nc1ccc(-n2cnnn2)cc1)C1CCCCC1	-3.3%	/
COC(=O)c1ccc(NS(=O)(=O)c2ccc(Cl)cc2)cc1	-4.5%	-2.8%
Cc1ccc(-c2nn(CC(=O)NCCN3CCOCC3)c(=O)c3ccccc23)cc1	1.9%	-2.2%
CCn1c(CSc2nc3ccccc3s2)nnc1SCC(=O)c1ccc2c(c1)OCCO2	-0.7%	-3.9%
Cn1c(=O)c(C#N)c(-c2ccccc2)n2cnnc12	5.9%	-5.4%
CC(C)OC(=O)COc1ccc2c(c1)oc(=O)c1ccccc12	-0.6%	3.1%
CCS(=O)(=O)N1CCC(C(=O)Nc2cc(Cl)ccc2O)CC1	-1.5%	-12.5%
COc1cc(C=C(C(C)=O)C(C)=O)ccc1O	-0.1%	/
O=C(Cc1ccc(F)cc1F)n1nnc2ccccc21	0.7%	3.4%
Cc1cccnc1-n1c(CCN2C(=O)c3ccccc3C2=O)nc2ccccc2c1=O	45.3%	0.1%
COc1cc2c(cc1[N+](=O)[O-])CCCC2	3.5%	-1.2%
Cc1ccc(C(C)C)c(OCc2nc(-c3nonc3N)no2)c1	-0.8%	-4.4%
O=C(NCCCN1CCOCC1)c1ccc(F)cc1	0.1%	0.7%
CCN(CC)CCN1C(=O)c2oc3ccc(F)cc3c(=O)c2C1c1ccncc1 (stereo not given)	5.0%	0.1%
COCCn1nnnc1C(c1cccc(C(F)(F)F)c1)N1CCOCC1 (stereo not given)	-1.1%	/
CCOC(=O)C1=CS/C(=C2/C(=S)C(C)(C)Nc3cc(C)ccc32)S1	-9.6%	29.2%
COc1cccc(OC)c1C(=O)NCCN1CCN(C(=O)c2c(OC)cccc2OC)CC1	0.6%	2.3%
CCSc1nc2sc3c(c2c(=O)[nH]1)CCCC3	2.7%	/
CCc1c(-c2ccccc2)nc2nc(C)c(C)nn12	9.2%	-2.8%
CCOC(=O)c1ccc(N2NC(=O)/C(=C/c3cccc([N+](=O)[O-])c3)C2=O)cc1	2.3%	4.9%
CC(=O)c1ccc(OCCCC(=O)OCc2nnc(-c3ccc(Cl)cc3)o2)cc1	0.5%	-12.1%
COc1cccc(OC)c1C(=O)Nc1ccc(C(=O)Oc2ccccc2)c(O)c1	-2.7%	-0.3%
CC1CCCCN1CCNS(=O)(=O)c1ccc2c(c1)oc(=O)n2C (stereo not given)	3.5%	3.3%
C#CC[N+]1(CC#Cc2ccccc2)CCOCC1	-2.1%	/
COc1ccc(Cl)cc1NC(=O)c1oc(C)nc1C	-4.3%	-4.5%
Cc1ccc(C(=O)C2CCN(CC(=O)NC3CCCCC3)CC2)cc1	2.2%	-8.5%
OCCN(Cc1ccccc1)Cc1cccc(C(F)(F)F)c1	-0.5%	-1.9%
CCOC(=O)c1cc2sc(C)cc2n1CC(=O)N(CC)CC	6.7%	/
Cc1cc(C(=O)Nc2nnc(C3CCCCC3)s2)cs1	0.1%	1.5%
Cc1noc(/C=C/N(C)C)c1S(=O)(=O)N1CCCC(C(=O)NCc2ccc(F)cc2)C1 (stereo not given)	-4.1%	-2.9%
CCOC(=O)CNC(=O)c1ccc(-c2ccccc2)cc1	4.6%	1.2%
Cc1cc(NC(=O)CN2CCCCC2C)nc2c1c(=O)oc1ccccc12 (stereo not given)	13.8%	2.2%
Cc1ccc(NC(=O)C(C)N2CCOCC2)c(C(=O)c2ccccc2)c1 (stereo not given)	5.6%	-8.4%
COc1cccc2cc(-c3nnc(SCC(=O)NCc4ccccc4)n3C)oc12	8.0%	0.1%
Cc1nc2sc(C)c(C)c2c(=O)o1	2.4%	11.7%
Cc1onc(-c2c(Cl)cccc2Cl)c1C(=O)NCCN1CCOCC1	0.0%	-3.7%
O=C(Nc1ccncc1)c1cc2ccccc2oc1=O	2.2%	-3.6%
CCOc1ccccc1NC(=O)C1C(c2ccccc2)C1(Cl)Cl (stereo not given)	0.5%	4.2%
CC(=O)Nc1ccc(S(=O)(=O)n2nc(C)c(Sc3ccccc3)c2C)cc1	1.7%	0.8%
COc1cccc(C2N(c3ccccn3)C(=O)C3CCCN32)c1OC (stereo not given)	-0.6%	1.0%
COCCCNC(=O)C1CCN(C(=O)Nc2ccc(Cl)cc2)CC1	4.4%	-2.2%
N#C/C(=C\c1ccc(-c2ccc3c(c2)COC3=O)o1)C(N)=O	-2.3%	2.0%

Of the compounds above, two contain a nitro group on carbon:
SMILES	Hsp70 displacement	Rat MKP-3 inhibitors
COc1cc2c(cc1[N+](=O)[O-])CCCC2	3.5%	-1.2%
CCOC(=O)c1ccc(N2NC(=O)/C(=C/c3cccc([N+](=O)[O-])c3)C2=O)cc1	2.3%	4.9%

Continued.
SMILES	Hsp70 displacement	Rat MKP-3 inhibitors
O=C(OCc1ccc(Cl)c(Cl)c1)c1ccccn1	1.9%	/
C=CCN(CC=C)CC(=O)Nc1ccc(S(N)(=O)=O)cc1	3.2%	/
CCOc1ccccc1-c1cc(-c2ccccc2)nc2c1c(=O)n(C)c(=O)n2C	-8.8%	/
Cc1ccc(/C=N/n2cnnc2)s1	1.5%	/
Cc1cc(/C=C2/NC(=O)NC2=O)c(C)n1C	-0.8%	2.0%
COc1ccc(C)cc1NC(=O)COc1ccccc1OC	10.5%	0.1%
Cc1ccccc1OC(=O)CCC(=O)OCCCC(F)(F)C(F)(F)F	-2.7%	-3.7%
O=P(c1ccccc1)(c1ccccc1)C1CCCO1 (stereo not given)	1.3%	-3.6%
Cc1c(/N=C/c2ccco2)n(Cc2ccccc2)c2ccccc12	5.7%	-4.0%
O=C(Nc1ccccc1Cl)N1CCN(c2ccc3nnc(-c4ccccc4)n3n2)CC1	-1.5%	-0.5%
Cc1ccc(C)c(NC(=O)CSc2nnc(CCCCCNC(=O)OC(C)(C)C)o2)c1	2.0%	-11.9%
Cc1ccc(CN2C(=O)CCC2C(=O)N2CCN(c3ccc(F)cc3)CC2)cc1 (stereo not given)	-1.5%	1.9%
Cc1cccn2c(=O)c(C=Nc3ccc(Cl)cc3)c(NCCO)nc12	-0.6%	/
Cc1cc(C)cc(NC(=O)CN2CCN(c3ncccn3)CC2)c1	-1.1%	/
O=C(NC1CCCCCC1)c1ccc2c(=O)n3c(nc2c1)CCCCC3	-0.8%	/

An excerpt of these results, as labelled records.
COc1ccc(C)cc1NC(=O)COc1ccccc1OC
  Hsp70 displacement: 10.5%	Rat MKP-3 inhibitors: 0.1%
Cc1cc(C)cc(NC(=O)CN2CCN(c3ncccn3)CC2)c1
  Hsp70 displacement: -1.1%	Rat MKP-3 inhibitors: /

Returning to the listing; the 7 compounds before the break are reprinted first.
SMILES	Hsp70 displacement	Rat MKP-3 inhibitors
Cc1c(/N=C/c2ccco2)n(Cc2ccccc2)c2ccccc12	5.7%	-4.0%
O=C(Nc1ccccc1Cl)N1CCN(c2ccc3nnc(-c4ccccc4)n3n2)CC1	-1.5%	-0.5%
Cc1ccc(C)c(NC(=O)CSc2nnc(CCCCCNC(=O)OC(C)(C)C)o2)c1	2.0%	-11.9%
Cc1ccc(CN2C(=O)CCC2C(=O)N2CCN(c3ccc(F)cc3)CC2)cc1 (stereo not given)	-1.5%	1.9%
Cc1cccn2c(=O)c(C=Nc3ccc(Cl)cc3)c(NCCO)nc12	-0.6%	/
Cc1cc(C)cc(NC(=O)CN2CCN(c3ncccn3)CC2)c1	-1.1%	/
O=C(NC1CCCCCC1)c1ccc2c(=O)n3c(nc2c1)CCCCC3	-0.8%	/
O=C(NCCCN1CCOCC1)C1(c2ccccc2)CCCC1	-3.1%	-11.0%
COc1cc(C)nc(OCCNS(=O)(=O)c2cc(C)ccc2C)n1	4.6%	-5.5%
COc1ccccc1N1CCN(S(=O)(=O)c2ccc3ccccc3c2)CC1	3.9%	0.5%
C/C(=N\Nc1nc(C)cc(=O)[nH]1)c1ccc(C)cc1	-0.2%	-0.5%
COC(=O)c1c(NC(=O)c2cnccn2)sc2c1CCCCC2	0.8%	0.2%
COc1ccc(NC(=O)COC(=O)c2ccc(Br)o2)cc1OC	4.7%	-1.5%
CCOC(=O)c1sc(NC(=O)C2CCCO2)c(C(=O)OCC)c1C (stereo not given)	8.5%	-1.6%
CCc1nccn1S(=O)(=O)c1ccc(OC)c(OC)c1	0.7%	-0.4%
O=C(NC(Nc1ccccc1Cl)C(=O)c1ccccc1)c1ccco1 (stereo not given)	5.9%	0.6%
CCN(CC)C(=O)CSc1nc(O)c(Cc2ccccc2)c(=O)n1-c1ccc(OC)cc1	-8.1%	2.8%
C=CCN1C(=O)/C(=C/c2ccc(N(C)C)cc2)SC1=S	-67.3%	0.1%
CCCSc1nnc(NC(=O)c2cccc(Cl)c2)s1	2.2%	1.0%
CN(C)c1ccc(C(O)C(C)(O)c2nc3ccccc3n2C)cc1 (stereo not given)	-9.0%	2.6%
COc1cccc(CNC(=O)C2CCCN(c3nn4c(=O)cc(C)nc4s3)C2)c1OC (stereo not given)	-2.4%	/
Cc1cc(NC(=O)C2C3C(=O)N(CC4CCCO4)C(C(=O)NCc4ccccc4)C34C=CC2(C)O4)no1 (stereo not given)	9.6%	/
Cc1cccc(C)c1NC(=O)Cn1c(=O)n(CCC(=O)NCc2ccco2)c(=O)c2sccc21	-2.4%	1.4%
Cc1cc2ccccc2c(=O)n1CC(=O)NCC(=O)N(C)C1CCCCC1	-3.3%	/
COC(=O)c1c(C)oc2cc(Br)c(OCC(=O)c3ccc(OC)cc3)cc12	1.1%	2.5%
O=C(CN(c1ccc(Cl)cc1Cl)S(=O)(=O)c1ccccc1)NC1CCCC1	0.2%	5.9%
Cc1oc(/N=C/c2ccc3c(c2)OCO3)c(C#N)c1C	5.3%	-8.3%
COC(=O)c1cccnc1-n1c(=O)c2cccnc2n(Cc2cccc(OC)c2)c1=O	1.5%	-2.5%
CC(=O)c1ccc(NC(=O)CSCC(=O)Nc2ccc3ccccc3c2)cc1	-0.9%	2.9%
Cc1ccc(S(=O)(=O)N(CC(=O)NC2CCCC2)Cc2ccccc2)cc1	-3.1%	1.8%
Cn1c(/C=C/c2ccco2)nc2ccccc21	-2.8%	6.1%
CN1CCOc2cc(S(=O)(=O)Nc3ccc(F)cc3)ccc21	-3.6%	2.0%
COc1ccc(CC(NC(C)=O)C(=O)N2CCN(C(=O)Nc3cccc(Cl)c3)CC2)cc1OC (stereo not given)	2.1%	/
COc1cccc(NC(=O)CSc2nc3ccccc3c(=O)n2CCCC(=O)N2CCCC2)c1	4.2%	36.9%
Nc1nc(-c2cccs2)cs1	-2.4%	/
COc1cc2c(cc1NC(=O)COc1ccc(C)cc1Br)oc1ccccc12	1.3%	3.1%
Cc1ccc(-c2nn(C)c(=O)c3ccccc23)cc1CNC(=O)Cn1nc(-c2ccccc2)c2ccccc2c1=O	5.0%	/
O=C(CC1Sc2ccc(C(F)(F)F)cc2NC1=O)Nc1ccccc1Cl (stereo not given)	5.0%	-0.1%
COc1ccc(S(=O)(=O)NNC(=O)c2cccc(Br)c2)cc1	-0.5%	-3.6%
O=c1[nH]c(-c2ccc(-c3ccc([N+](=O)[O-])cc3)o2)nc2sc3c(c12)CCCC3	-8.7%	8.2%
Cc1cccc(N2CCN(C(=O)c3cccn4c(=O)c5c(C)c(C)sc5nc34)CC2)c1C	-1.0%	/
Cc1nn(C)c(C)c1C1Nc2ccccc2C(=O)N1O (stereo not given)	-4.8%	/
O=C(CN1CCOCC1)Nc1ncccn1	/	-12.7%
CCOC(=O)c1ccc2ncc(C(=O)OCC)c(NCCN(C)C)c2c1	4.3%	4.9%
COc1ccc(Cl)cc1NC(=O)CSc1nnc(Cc2cccn2C)n1-c1ccc(F)cc1	-1.8%	-2.0%
c1ccc(-c2nc3nonc3c3nc4ccccc4n23)cc1	-5.0%	-4.6%
O=C(O)C1C2C=CC(O2)C1C(=O)Nc1nccs1 (stereo not given)	8.1%	0.7%

Not all compounds are listed; the hit share may differ from the screen's.
